# Screening data deposited in PubChem BioAssay by National Center for Advancing Translational Sciences (NCATS).
# PTHR1 ag: activates the human parathyroid hormone receptor PTHR1 | Q03431 | HEK293 GP2 PTHR1 cells, GloSensor cAMP luminescence, 1 h | Potency, µM (doses to about 115 µM), without a hit: top-dose activation, actives largely listed as activators | 0.075% of 410,000 active; further: potency means the concentration at half of the fitted maximal effect; nearly all actives have a fitted effect of over 55% in size; some results filed as inactive show a strong effect at the top dose; inactives centre near -15; many of its hits are not listed in these tables
# Target sequence (Q03431 whole entry, looked up): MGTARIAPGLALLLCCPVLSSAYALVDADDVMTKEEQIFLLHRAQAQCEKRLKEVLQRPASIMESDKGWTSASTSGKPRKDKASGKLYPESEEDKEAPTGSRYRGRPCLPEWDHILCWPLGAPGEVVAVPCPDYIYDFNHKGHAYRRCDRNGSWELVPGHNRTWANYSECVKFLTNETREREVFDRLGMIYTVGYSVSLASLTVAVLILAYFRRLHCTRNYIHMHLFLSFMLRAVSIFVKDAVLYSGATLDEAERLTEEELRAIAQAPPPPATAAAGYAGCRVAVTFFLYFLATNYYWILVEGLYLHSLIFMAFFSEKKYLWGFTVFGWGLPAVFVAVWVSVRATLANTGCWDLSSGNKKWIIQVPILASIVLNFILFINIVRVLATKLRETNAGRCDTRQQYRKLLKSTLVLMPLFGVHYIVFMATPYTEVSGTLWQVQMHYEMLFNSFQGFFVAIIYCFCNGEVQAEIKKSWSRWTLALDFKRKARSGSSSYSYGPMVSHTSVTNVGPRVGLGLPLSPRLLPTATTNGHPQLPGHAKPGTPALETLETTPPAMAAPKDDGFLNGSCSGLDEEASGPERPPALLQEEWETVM
#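 HEK-293-derived GP2 cells expressing PTHR1 and a GloSensor cAMP reporter, 3,000/well, plated overnight, given luciferin plus IBMX (each 0.5 mM as added) for 1 h at 37 °C, then compound for 1 h at 37 °C. Luminescence was read after 15 min at room temperature.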
# GLP1R cytotox: cytotoxicity in counter-screen for GLP-1R inverse agonists | Potency, µM (series often up to 38.3 µM), for the others: at the highest dose activity change, negative = inhibition, hits mostly inhibitors | AID 624418 | 0.13% of 410,000 active | HEK293 cAMP-luciferase reporter cells, luminescence, 24 h;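 further: loss of luciferase light is scored as toxicity; potency means the concentration at half of the fitted maximal effect; on the % scale 0 is the no-effect control and ±100 the full control effect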
#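 1536-well qHTS counterscreen of the MLSMR; 200 cells/uL, 12 h pre-incubation, 23 nL cpd, 24 h at 37 deg C 5% CO2, luciferase detection reagent, 12 min RT, luminescence. Inhibition = undesired.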
# pAkt inh: Akt phosphorylation inhibition | Neuro2A IGF-stimulated pAkt S473 HTRF, 20 min; hits give low values | activity change, % for hits at 50 µM | 0.32% of 360,000 active | AID 651550; in the data active means activity change below about -80%; inconclusive means mostly about -51% to -80%; further: on the % scale 0 is the no-effect control and ±100 the full control effect
#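 Single-point screen (50 µM final compound) in Neuro2A cells stimulated 20 min with 6 nM IGF at 37 deg C. After lysis, Ser473-phosphorylated Akt read by HTRF (ex 330 nm, em 615/665 nm) as the 665/615 ratio.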
# Mm-Cpn inhibitor: M. maripaludis TRiC chaperonin inhibition; 0.031% of 330,000 active; AID 504842; purified Mm-Cpn ATPase, ADP Transcreener TR-FRET; Potency, µM (top dose mostly 76.9 µM), without a hit: at the highest dose activity, negative = inhibition, actives largely listed as inhibitors; further: potency means the concentration at half of the fitted maximal effect; on the % scale 0 is the no-effect control and ±100 the full control effect; nearly all actives have a fitted effect of over 80% in size
#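 ATPase read-out: TR-FRET ADP immunoassay (anti-ADP Eu cryptate vs ADP-d2), ex 320 nm, em 590/665 nm; signal drops as ADP forms. Enzyme 25 nM, ATP 10 uM, 30 min at 37°C after 10 min compound preincubation.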
# GLP1R inv ag: acts as inverse agonist at human GLP-1 receptor | Potency, µM (titrated, usually from 38.3 µM), for the others: at the top dose activity change, negative = inhibition, hits mostly inhibitors | P43220 | HEK293 GLP-1R CRE-luciferase, luminescence, 24 h; GLP-1R form is constitutively active | 1.6% of 410,000 active; further: potency means the concentration at half of the fitted maximal effect; on the % scale 0 is the no-effect control and ±100 the full control effect; nearly all actives have a fitted effect of over 55% in size
# Target sequence (P43220 whole entry, looked up): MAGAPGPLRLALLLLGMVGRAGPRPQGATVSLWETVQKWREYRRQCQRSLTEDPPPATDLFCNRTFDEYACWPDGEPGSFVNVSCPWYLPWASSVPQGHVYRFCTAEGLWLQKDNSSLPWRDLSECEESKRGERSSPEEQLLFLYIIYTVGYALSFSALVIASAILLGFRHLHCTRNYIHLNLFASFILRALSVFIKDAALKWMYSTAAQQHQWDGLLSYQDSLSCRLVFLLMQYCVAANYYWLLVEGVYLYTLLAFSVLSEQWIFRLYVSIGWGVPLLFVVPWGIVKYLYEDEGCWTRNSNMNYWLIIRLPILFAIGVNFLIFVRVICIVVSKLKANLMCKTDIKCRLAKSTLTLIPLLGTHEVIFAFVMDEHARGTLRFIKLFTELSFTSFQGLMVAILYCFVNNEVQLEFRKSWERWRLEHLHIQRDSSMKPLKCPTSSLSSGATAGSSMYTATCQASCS
#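 GLP-1R inverse agonism mode: basal reporter luminescence in engineered HEK293 cells measured after one day of compound exposure at 37 deg C, with a 12 min room-temperature detection step.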
# FUS suppressor: FUS proteinopathy suppression in yeast | S. cerevisiae FUS-expressing, growth rescue, OD600, 24 h | Potency, µM (titrated, usually from 76.6 µM), for inactives: top-dose growth rescue (activation), actives largely listed as activators | 0.24% of 390,000 active;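 further: potency means the concentration at half of the fitted maximal effect; plate controls were DMSO vehicle for no effect and reference control for full effect; nearly all actives have a fitted effect of over 55% in size; some results filed as inactive show a strong effect at the top dose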
#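 Quantitative HTS measuring growth restoration of FUS-toxic yeast. Galactose-induced cells (OD 0.005) were exposed 24hr at 30C to compounds at several concentrations, then absorbance at 600 nm was recorded.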
# Abeta yeast res: A-beta toxicity reversal in yeast. yeast expressing A-beta42, growth rescue, OD600, 48 h; response scale: 0% DMSO, 100% iron-clioquinol control. Potency, µM (doses to about 46.1 µM), without a hit: at the highest dose growth rescue, actives largely listed as activators. 0.063% of 410,000 active; further: potency means the concentration at half of the fitted maximal effect; nearly all actives have a fitted effect of over 55% in size
#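 Growth rescue measured by 600 nm absorbance after 48 h yeast culture at 30 C with compound. Values normalized between DMSO and an equimolar ferric chloride plus clioquinol control.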
# TDP43 rescue: inhibitors of TDP-43 toxicity in yeast | TDP-43 expressing yeast growth rescue, BacTiter-Glo, 24 h | Potency, µM (titrated, usually from 46.1 µM), inactives show top-dose growth rescue (activation), hits mostly activators | 1.8% of 410,000 active | AID 652104; further: potency means the concentration at half of the fitted maximal effect; % of control where 0% means no effect; nearly all actives have a fitted effect of over 50% in size
#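 Galactose-induced TDP-43 yeast, OD600=0.02, compound pinned; 24 hr, 30 deg C; BacTiter-Glo luminescence for growth. Inhibitors of TDP-43 toxicity read as activators.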
# aSyn rescue: rescues yeast growth from alpha-synuclein toxicity | Potency, µM (doses to about 46.1 µM), for the others: at the highest dose growth rescue (activation), most hits filed as activators | AID 652106 | Yeast expressing alpha-synuclein, growth rescue, BacTiter-Glo, 24 h | 0.14% of 370,000 active; further: potency means the concentration at half of the fitted maximal effect; % of control where 0% means no effect; nearly all actives have a fitted effect of over 65% in size
#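 Screening used galactose-induced yeast with toxic alpha-synuclein levels, exposed to compound for 24 hr at 30 deg C. Cell growth, read with BacTiter-Glo luminescence, gave the measured signal.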
# Starred values were filed as active, the others as inactive; i = inactive; ? = inconclusive; / = no result given; [ ] = another dose, or the depositor's remark. Unless noted, the call rests on the fitted dose curve; in most records, active means well fitted curve in the direction sought with a large enough effect; inconclusive means small, poorly fitted or top-dose-only effect, or another doubt; inactive means no such curve, though single readings can be large; an effect the other way counts as inactive or inconclusive. This is a subset. The share of hits here may be higher or lower than overall.
entry	Compound	GLP1R cytotox	pAkt inh	GLP1R inv ag	PTHR1 ag	aSyn rescue	TDP43 rescue	FUS suppressor	Mm-Cpn inhibitor	Abeta yeast res
1	COc1cccc(CC2(CO)CCN(CC3=CC[C@H]4C[C@@H]3C4(C)C)CC2)c1	-14%	i	?	-18%	0%	-2%[0.397 µM]	2%	1%	9%
2	O=C1CC2c3ccccc3C1C1C(=O)N(CCO)C(=O)C21 (stereo not drawn)	1%	i	8%	-8%	-3%	0%[0.397 µM]	15%	0%	-3%
3	O=C(O)C1CCCCN1C(=O)c1cc2c(s1)CCCCC2 (stereo not drawn)	19%	i	19%	-34%[inhibitor]	0%	-8%	-17%	1%	0%
4	CCn1c(SCC(=O)Nc2cccc(C)c2)nc2nc3c(cc2c1=O)COC(C)(C)C3	12%	i	9%	-11%	1%	-6%	4%	0%	-9%
5	CC(=O)N1CCc2cc(Br)cc(S(=O)(=O)NCc3ccccn3)c21	-4%	i	-4%	-6%[57.5 µM]	-6%	-5%	4%	0%	14%
6	Cc1ccc(NC(=O)Nc2ccccc2C#N)c(Cl)c1	-24%	i	5%	i	1%	7%	17%	0%	3%
7	COc1ccc(-c2cc(C(=O)Nc3cc(Cl)ccc3OC)no2)cc1	-2%	i	0%	-12%	5%	15%	-17%	-1%	-12%
8	Cc1cccc(NC(=O)c2cccc(NC(=O)c3ccco3)c2)c1C	-18%	i	?	i	-10%	20%	25%	/	-10%
9	Cc1cc(NC(=O)Nc2ccccc2[N+](=O)[O-])n(C)n1	4%	i	21%	3%	4%	-13%	-28%	1%	-12%
10	O=C(Cn1c(=O)[nH]c2ccccc2c1=O)N1CCN(Cc2ccc3c(c2)OCO3)CC1	1%	i	?	-40%[inhibitor]	-1%	-3%	-8%	-1%	6%
11	Nc1ccccc1C(=O)NCC1(c2ccccc2)CCCC1	0%	i	3.2µM*	-23%	9%	23%	0%	-2%	-2%
12	CSC[C@H]1CN(Cc2ccccc2)C(=O)[C@@H]1CC(=O)Nc1ccccc1	-5%	i	-22%	-1%	?	?	7%	/	9%

# The final 2 entries of the section before are carried over, then new ones follow.
entry	Compound	GLP1R cytotox	pAkt inh	GLP1R inv ag	PTHR1 ag	aSyn rescue	TDP43 rescue	FUS suppressor	Mm-Cpn inhibitor	Abeta yeast res
11	Nc1ccccc1C(=O)NCC1(c2ccccc2)CCCC1	0%	i	3.2µM*	-23%	9%	23%	0%	-2%	-2%
12	CSC[C@H]1CN(Cc2ccccc2)C(=O)[C@@H]1CC(=O)Nc1ccccc1	-5%	i	-22%	-1%	?	?	7%	/	9%
13	C=CCOC(=O)C1=C[C@H](C2CCCCC2)[C@@H](CCCO)[C@H](OCC)O1	-35%	i	?	-4%	2%	29%	20%	/	10%
14	O=C(CC1C(=O)NCCN1Cc1cccc(C(F)(F)F)c1)NCCc1cnccn1 (stereo not drawn)	-3%	i	6%	i	-2%	-6%	23%	-1%	15%
15	COc1ccccc1CCNC(=O)Cc1c(C)c2c(cc(C)c3c(C)c(C)oc32)oc1=O	-4%	/	4%	-15%	/	6%	-24%	/	-5%
16	CCOC(=O)c1cccc(NC(=O)CC2C(=O)N(c3ccccc3)C(=O)N2Cc2ccco2)c1 (stereo not drawn)	0%	/	-7%	i	/	-2%	41%	/	-11%
17	Cc1cc(C)nc(SC2CC(=O)N(c3ccc(Br)cc3)C2=O)n1 (stereo not drawn)	?	i	?	i	5%	17%	16%	-4%	8%
18	CCOC(=O)c1c(C)[nH]c(C)c1S(=O)(=O)NC(CC)CN1CCOCC1 (stereo not drawn)	-6%	i	5%	i	2%	6%	5%	0%	-6%
19	COc1ccccc1C(=O)Nc1cccc(C(=O)OCc2cc(=O)n3ccsc3n2)c1	-3%	/	-6%	-11%	/	-3%	-6%	/	-14%
20	CC(C)(C)C(=O)N1CCN(c2ncccc2C(F)(F)F)CC1	0%	i	-29%	i	6%	2%	19%	0%	-8%
21	COC(=O)c1ccc(NC(=O)CNC(=O)c2sc3ccccc3c2Cl)cc1	22%	i	11%	?	0%	2%	-6%	-1%	6%
22	O=C1CSc2ccc(C(=O)N3CCN(c4ccccn4)CC3)cc2N1	4%	i	7%	-5%	-2%	-20%	26%	2%	-17%
23	O=C(Nc1ccccc1N1CCOCC1)c1cccs1	1%	i	6%	i	-7%	5%	11%	3%	-8%
24	CC(OC(=O)/C=C/c1ccccc1)C(=O)Nc1cccc(C#N)c1 (stereo not drawn)	?	i	?	-26%	-3%	2%	-6%	-1%	-3%
25	CCCCCCN1C[C@H](n2cc(C3CC3)nn2)[C@@H](O)C[C@@H]1c1ccccc1	?	i	?	-83%[inhibitor]	5%	-1%	-3%	/	-14%
26	Cc1cccc(NC(=O)[C@H](Cc2ccccc2)NC(=O)OCc2ccccc2)c1	-5%	i	-24%	i	-5%	-18%	/	1%	4%
27	Cc1cc(C)c(C(=O)COC(=O)CCn2c(C)csc2=O)cc1C	1%	i	4%	-43%[inhibitor]	3%	-4%	11%	-2%	22%
28	CCOc1cc(/C=C2\CCCC(C(=O)C(F)(F)F)=C2O)ccc1O	-9%	i	16%	-7%	-7%	-19%	6%	1%	-30%[inhibitor]
29	CCCCN1CCNC[C@@H]1Cc1ccc(O)cc1	4%	i	18%	17%	2%	-14%	-3%	1%	5%
30	Cc1c(C(=O)N2CCCCC2)sc(NC(=O)C2CC2)c1C#N	3%	i	5%	-2%[57.5 µM]	-3%	-25%	20%	-1%	-4%
31	O=C(CCn1cnc2ncccc2c1=O)N1CCN(c2cccc(Cl)c2)CC1	12%	i	5%	i	7%	1%	11%	-3%	5%
32	Cc1ccc(-n2c(-c3ccncc3)n[nH]c2=S)c(C)c1	6%	i	2%	i	0%	7%	-8%	-1%	-2%
33	CCC(=O)N/C(N)=N/c1nc2ccccc2o1	-10%	i	-13%	-26%	-20%	29%	-2%	-6%	-4%
34	COc1ccc(-c2[nH]c(-c3ccc(SC)cc3)nc2SCC(=O)Nc2nccs2)cc1	?	i	-42%	-6%	-1%	5%	-24%	-16%	-6%
35	Cc1cc(-c2cc(C(=O)Nc3ccccc3)on2)nc(NCC2CC2)n1	-29%	i	8%	25%	0%	2%	-18%	/	-1%
36	CC(C)c1nc(SCC(=O)N2CCOCC2)c2c(=O)n(C)c(=O)n(C)c2n1	-42%	i	14%	i	0%	4%	-29%	-2%	3%
37	O=C(C1CN(C(=O)c2cc3ccccc3o2)c2ccccc2O1)N1CCCCC1 (stereo not drawn)	3%	i	-21%	-15%	15%	?	32%	/	-33%[inhibitor]
38	O=C(O)CCC(=O)N1CCC(C(=O)c2cccc(Cl)c2)CC1	-21%	i	0%	-8%[57.5 µM]	5%	-8%	36%	-8%	-9%
39	Cc1ccc(NC(=O)CN(C)S(=O)(=O)c2ccc3c(c2)n(C)c(=O)c(=O)n3C)cc1	-17%	i	4%	i	-6%	11%	12%	5%	2%
40	CCOC(=O)c1c(C)[nH]c(C(=O)N2CCCC(C(=O)c3ccccc3OC)C2)c1C (stereo not drawn)	-1%	i	38%	i	6%	4%	15%	1%	11%
41	COc1cc2cc(CN(CCc3cccc(C)c3)C(=S)NCCCN(C)C)c(=O)[nH]c2cc1OC	-20%	i	?	3%	4%	22%	/	?	-7%
42	O=C1c2ccccc2NC(c2c(Cl)cccc2Cl)N1Cc1ccccc1 (stereo not drawn)	-4%	i	?	-1%	-10%	25µM*	23%	-3%	3%
43	CC(=O)N1CCN(CC(=O)Nc2ccc(SC(F)F)cc2)CC1	-2%	i	13%	i	4%	15%	1%	2%	16%
44	COc1ccc(OC)c(C2C(C#N)=C(N)N(N(C)C)C3=C2C(=O)CC(C)(C)C3)c1 (stereo not drawn)	8%	i	5%	-15%	-14%	-17%	36%	-7%	3%
45	COCCNC(=S)N1CCN(c2ccc(Cl)cc2)CC1	20%	i	-2%	-1%	1%	0%	/	-1%	12%
46	CCc1nc2c(OCC3CCCCC3)cccn2c1N(C)C(=O)c1ccc(C)cc1	-4%	i	?	14%	10%	-24%	27%	/	6%
47	COc1ccc([C@@H]2CC=C(C(=O)O)[C@H](c3ccc(Cl)cc3)N2S(=O)(=O)c2ccc(C)cc2)cc1OC	?	i	5%	-23%	7%	13%	29%	-2%	8%
48	Cn1c(SCC(=O)OCC(=O)c2ccccc2)nnc1-c1cccs1	-6%	i	10%	i	7%	0%	11%	-1%	14%
49	CCC1=NN(C(=O)c2ccc([N+](=O)[O-])cc2)C(O)(c2ccccc2)C1 (stereo not drawn)	?	i	0.79µM*	-26%	-3%	3%	5%	-1%	3%
50	COc1ccc(Nc2nnc(-c3ccc(O)cc3)c3ccccc23)cc1C(N)=O	-4%	i	16%	-44%	-5%	3%	-25%	-2%	-4%
51	O=C(C1CCN(C2CCN(Cc3cccc4c3OCO4)CC2)CC1)N1CCOCC1	-3%	i	-13%	25%	1%	/	14%	1%	-6%
52	O=C(O)c1c(F)c(F)cc2ccccc12	-10%	i	2%	-8%	-1%	6%	24%	-1%	8%
53	O=C(Nc1ccccc1Br)c1cccc2ccccc12	6%	i	-6%	i	5%	20%	-32%	/	3%
54	CC(NS(=O)(=O)c1cccc(Cl)c1F)[C@H](O)c1ccccc1 (stereo partly drawn)	-5%	i	-11%	-23%	1%	27%	-8%	/	8%
